Screening results deposited in PubChem BioAssay by Sanford-Burnham Center for Chemical Genomics.
APJ agonist – agonists of human APJ apelin receptor; P35414; CHO-K1 APJ PathHunter beta-arrestin, luminescence; 0% DMSO wells, 100% apelin; activation, % at 20 µM; 330,000 tested, 0.11% active;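 active means activation more than six SD over the plate average, tested at 20 µM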;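 further: 0% = DMSO alone and 100% = apelin-13 at 10 nM; some results filed as inactive read as strong as hits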
Target sequence (P35414 whole entry, looked up): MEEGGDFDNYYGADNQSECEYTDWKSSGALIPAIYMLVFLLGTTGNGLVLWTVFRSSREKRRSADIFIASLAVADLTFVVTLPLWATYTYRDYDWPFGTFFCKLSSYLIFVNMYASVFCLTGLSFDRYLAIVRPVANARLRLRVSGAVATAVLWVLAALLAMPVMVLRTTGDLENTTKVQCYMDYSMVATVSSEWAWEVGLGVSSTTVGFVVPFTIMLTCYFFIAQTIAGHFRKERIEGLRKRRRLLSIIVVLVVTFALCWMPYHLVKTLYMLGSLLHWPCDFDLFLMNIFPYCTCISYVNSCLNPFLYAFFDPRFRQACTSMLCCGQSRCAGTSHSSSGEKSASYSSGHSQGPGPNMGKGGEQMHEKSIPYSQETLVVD
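Assay system: CHO-K1 cells stably expressing ProLink-tagged human APJ and arrestin–beta-gal acceptor. Compound dosing: 20 µM single point, 1% DMSO. Times: 16-18 h seeding, 90 min dark compound exposure, 60 min detection. Detection: beta-gal luminescence. Evaluation: APJ–arrestin association signal. Controls: negative DMSO alone, positive Apelin-13 at 10 nM.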
tim23-1 inh – tim23-1 yeast growth inhibition; S. cerevisiae tim23-1 growth, BacTiter-Glo luminescence, 24 h; 330,000 tested, 1.3% active; AID 463212; inhibition, % at 20 µM;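 active means growth inhibition of the mutant yeast at or above 50%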;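 further: temperature-sensitive mutant grown at 25 °C; plate controls were DMSO-treated mutant yeast for no effect and medium wells lacking yeast for full effect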
GRIN3A LBD mod – modulators (binders) of human NR3A ligand-binding domain | NR3A LBD differential scanning fluorimetry, Tm shift; 0% = protein alone, 100% = glycine-bound protein | Tm shift relative to glycine control, % at 25 µM | 340,000 tested, 2.5% active | AID 1259313;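 active means melting temperature shift of at least 10% of the positive control shift, at one fixed dose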
MPTP inh – permeability transition pore inhibition | isolated mouse mitochondria, Ca2+ swelling absorbance, 30 min | inhibition, % at 10 µM | 360,000 tested, 1.4% active;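 active means inhibition of 50% or more, scaled per plate between neutral and stimulator controls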;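 further: 0% = DMSO wells given calcium and 100% = 1 mM EGTA wells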
TIM10 inh – inhibits growth of TIM10 yeast strain. AID 463195. 330,000 tested, 1.4% active. S. cerevisiae TIM10 strain growth, BacTiter-Glo luminescence, 24 h. inhibition, % at 10 µM;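 active means inhibition of 40% or more at the single tested concentration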;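 further: wild-type TIM10 isogenic control strain grown at permissive 25 °C; 0% = DMSO yeast wells and 100% = minimal medium wells without yeast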
tim10-1 inh – inhibits growth of tim10-1 mutant yeast. S. cerevisiae tim10-1 ts strain growth, BacTiter-Glo, 24 h. 330,000 tested, 2.2% active. inhibition, % at 20 µM;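 active means inhibition of at least 40%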;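 further: mutant grown at 25 °C; 0% = DMSO wells with yeast and 100% = wells holding no yeast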
MIN6 prolif – induces beta-cell replication in MIN6 cells | MIN6 cells proliferation, ATPlite luminescence, 48 h; cells starved in 0.2% serum; 100% = growth in 10% serum | proliferation, % at 10 µM | 330,000 tested, 0.29% active | AID 2380;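 active means compounds whose signal lies at least 3.5 SD above the mean of all wells on their plate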;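 further: 0% = DMSO-treated cells in low-serum medium and 100% = 10% serum control; some compounds called inactive have numbers as strong as hits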
APJ antagonist – antagonists of human APJ apelin receptor. P35414. CHO-K1 APJ beta-arrestin complementation, luminescence. inhibition, % at 20 µM. 330,000 tested, 0.32% active. AID 2521;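 active means inhibition above about 40% at 20 µM, limit read from the data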;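 further: cells challenged with 10 nM apelin-13 agonist together with compound; plate controls were apelin-13 plus DMSO wells for no effect and DMSO wells lacking apelin-13 for full effect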
NALP3 yeast inh – blocks the NALP3 inflammasome reconstituted in yeast; Yeast reconstituted NLRP3/ASC/caspase-1, beta-gal luminescence, 24 h; inhibition, % at 10 µM; 330,000 tested, 0.39% active; AID 2825;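 active means inhibition of 50% or more; inactive means inhibition below 50%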;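 further: plate controls were induced DMSO wells for no effect and uninduced yeast grown without galactose for full effect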
* marks the source's active call; other numbers are inactive results; · = no result given.

nr	Compound	APJ agonist	tim23-1 inh	GRIN3A LBD mod	MPTP inh	TIM10 inh	tim10-1 inh	MIN6 prolif	APJ antagonist	NALP3 yeast inh
1	Cc1ccc2nc(Nc3ccccc3)c(/C=N/O)c(=O)n2c1	0	27	3	-0.3	19	29	1	10	35
2	COc1cccc(OC)c1C(=O)NNC(=O)c1cccnc1	-3	-16	2	0.8	5	-9	1	11	-5
3	O=[N+]([O-])c1cc(-c2nc(-c3ccncc3)no2)cc([N+](=O)[O-])c1	7	72*	1	1.7	69*	76*	0	-63	13
4	O=C(O)c1ccc(CSc2nnc(-c3ccco3)o2)cc1	-4	2	0	-2.8	4	-3	0	9	8
5	CCN(CC)C(=O)Cn1cc(C(=O)C(=O)NCc2cccs2)c2ccccc21	-3	24	1	-0.5	13	18	-3	-11	6
6	c1cn(CC2(Cn3ccnc3)COC2)cn1	2	-5	1	-1.9	-11	-5	-2	-13	25
7	CSc1ccc(S(=O)(=O)N(C)Cc2ccccc2)cc1	-2	16	0	0.5	26	25	-2	3	22
8	CCCCCC(=O)Nc1c(-c2ccc(OC)cc2)c(=O)c2ccccc2n1C	-4	22	-14	2.7	15	14	0	13	11
9	CN(C)c1ccc(Nc2nc(-c3cccnc3)cs2)cc1	0	-4	2	-7.8	-5	12	-5	-54	17
10	COc1cc(OC)c(-c2c3cc(O)c(=O)cc-3oc3cc(O)c(O)cc23)cc1OC	-6	-2	5	19	-34	9	-3	29	25

(more compounds)
nr	Compound	APJ agonist	tim23-1 inh	GRIN3A LBD mod	MPTP inh	TIM10 inh	tim10-1 inh	MIN6 prolif	APJ antagonist	NALP3 yeast inh
11	COC(OC)c1ccc(C#N)c(SCc2ccccc2)n1	-3	-13	0	1.5	2	-2	2	17	14
12	O=C(c1ccc(-c2nc3ccccc3s2)s1)N1CCOCC1	-3	53*	0	·	15	4	-5	-2	13
13	CCC/C=C1/CCCOC(C(=O)NCc2ccc(C)o2)(C(F)(F)F)C1 (stereo not given)	-4	31	-2	-1.5	16	28	-6	15	6
14	Cc1noc(C)c1S(=O)(=O)N1CCCC(C(=O)N2CCc3ccccc3C2)C1 (stereo not given)	-3	36	0	-0.9	18	27	0	22	-5
15	C/C(=N\NC(=O)c1ccc(N(C)C)cc1)c1ccc(C)cc1C	0	22	1	3.1	9	7	-3	11	3
16	O=C(COc1ccc(Cl)cc1Cl)Nc1ccc(CN2CCCCC2)cc1	-2	-4	-1	0.9	-9	10	-2	-14	33
17	COc1ccc(CCC(=O)NC(C)c2ccccc2)cc1OC (stereo not given)	-3	20	1	2.2	-1	17	-2	3	14
18	CSc1ccccc1OCc1cc(C(=O)N2CCN(c3ccccc3)CC2C)no1 (stereo not given)	8	32	4	1.0	8	29	-5	16	-10
19	Cc1cc(Cl)ccc1OCC(=O)N1CC(C)CC(C)C1 (stereo not given)	-10	17	1	-0.8	6	31	-2	11	-6
20	O=C(NC(=S)NC1CCS(=O)(=O)C1)c1cccs1 (stereo not given)	1	13	-1	0.4	-6	19	1	-6	1

Carrying on.
nr	Compound	APJ agonist	tim23-1 inh	GRIN3A LBD mod	MPTP inh	TIM10 inh	tim10-1 inh	MIN6 prolif	APJ antagonist	NALP3 yeast inh
21	Cc1nc2ccc(C(=O)N3CCSCC3)cc2s1	0	6	1	-0.3	4	5	0	-2	5
22	C=C1CCN([C@@H](CC(C)C)C(=O)NCc2ccc(Cl)c(Cl)c2)S(=O)(=O)c2ccccc21	-3	30	-18	1.2	-6	23	-8	-52	12
23	Cc1c(NC(=O)NCc2ccccc2)c(=O)n(-c2ccccc2)n1C	-3	3	0	1.5	14	0	-1	3	9
24	CC(C)c1ccc2c(c1)c(SC(C)(C)C)c(CC(C)(C)C(=O)O)n2Cc1ccc(Cl)cc1	0	-4	-14	3.3	3	2	-8	-17	14
25	O=C(/C=C/Nc1cccc([N+](=O)[O-])c1)c1ccco1	1	16	2	-0.4	15	8	0	-8	9
26	O=C(Cc1ncc(C(F)(F)F)cc1Cl)NCc1ccco1	-3	-4	0	-4.6	-13	-10	0	12	6
27	COC(=O)C1=C(C(=O)OC)C2C(C)=CC(C)=CN2C(C(=O)OC)=C1C(=O)OC (stereo not given)	-3	-8	-7	0.5	-10	11	-3	4	12
28	CCC(C(=O)NC1CCCCC1)n1c(SCc2ccccc2F)nc2ccncc21 (stereo not given)	-2	-3	0	-0.2	-10	-10	-5	15	3
29	Cc1cc(C)cc(-n2c3nc4ccccc4nc3c3c(=O)n(Cc4ccco4)cnc32)c1	-1	25	-2	-2.7	-12	17	-4	16	12
30	Cc1ccc(NC(=O)NC(=O)N(C2CCCCC2)S(=O)(=O)c2ccccc2)cc1	0	16	0	6.0	13	14	1	2	9

Following part
nr	Compound	APJ agonist	tim23-1 inh	GRIN3A LBD mod	MPTP inh	TIM10 inh	tim10-1 inh	MIN6 prolif	APJ antagonist	NALP3 yeast inh
31	CCn1cc(/C=N/NC(=O)c2ccc3c(c2)OCO3)c(C)n1	3	1	0	-0.7	0	9	-2	7	19
32	CCCc1nc2ccccc2c(=O)n1-c1c(C)n(C)n(-c2ccccc2)c1=O	0	3	0	1.0	2	16	-3	11	28
33	COc1ccccc1C(CNc1ccc(S(=O)(=O)N2CCCC2)cc1[N+](=O)[O-])N(C)C (stereo not given)	-2	8	3	-0.7	-1	-1	-6	2	25
34	O=C1c2ccccc2C(=O)N1CCSc1nnc(-c2ccco2)n1Cc1ccccc1	-7	31	0	-2.9	28	28	5	-12	-7
35	O=C(COc1ccc2ccc(=O)oc2c1)NCC(O)c1ccccc1 (stereo not given)	-3	12	-4	1.1	-11	14	1	4	13
36	Cn1c(=O)n(C)c2cc(/C=N/N=C3/NC(=O)C(CC(=O)O)S3)ccc21 (stereo not given)	-4	14	0	0.7	5	6	-1	-24	-3
37	CCOC(=O)c1ccc(N/C=C2/CCCC(C)C2=O)cc1 (stereo not given)	-3	-3	0	-0.5	-20	-3	-5	14	41
38	O=[N+]([O-])c1cccnc1N/N=C/c1ccccc1O	-3	-20	0	-1.5	1	-2	-2	-8	24
39	C=CCSc1nc(N2CCOCC2)c2c(c1C#N)CC(C)(C)N(C)C2	-1	12	-1	1.6	-1	5	-5	6	22
40	CS(=O)(=O)n1nc(OC(=O)c2cc(Br)ccc2Cl)cc1N	-3	27	0	0.2	13	33	-1	-2	-26

The results go on.
nr	Compound	APJ agonist	tim23-1 inh	GRIN3A LBD mod	MPTP inh	TIM10 inh	tim10-1 inh	MIN6 prolif	APJ antagonist	NALP3 yeast inh
41	CC(NC(=O)c1ccco1)c1nc(-c2ccccc2Cl)no1 (stereo not given)	-1	15	-1	-1.1	-13	6	-1	-2	13
42	COc1cc(OC)cc(C(=O)Nc2ccc(Cn3ccnc3)cc2)c1	0	5	0	-0.8	9	4	-1	0	6
43	O=C1CC(N2CCN(c3ccccc3F)CC2)C(=O)N1c1ccc2c(c1)OCCO2 (stereo not given)	-2	9	-1	0.6	10	21	0	12	17
44	CCOC(=O)c1nnn(CC(=O)Nc2ccccc2OC)c1C(=O)OCC	-3	0	1	-1.9	14	12	-2	7	3
45	O=S(=O)(c1cccc(-c2nnc3n2CCCCC3)c1)N1CCCC1	0	4	-1	-1.0	-4	8	-3	-3	2
46	O=C(C[n+]1cccc(O)c1)NCc1ccc(Cl)cc1	-2	2	-1	4.0	1	-1	0	9	-15
47	CCOC(=O)N1CCN(C(=O)c2cc(C)no2)CC1	-1	-2	2	0.1	-12	9	2	-5	-10
48	CCOC(=O)Nc1ccc(S(=O)(=O)NC2CCCCC2)cc1	-3	7	1	-0.4	-2	-5	-1	7	57*
49	CC(=O)Nc1ccc(C2=NN(CC#N)C(=O)SC2)cc1	-9	0	-1	-0.7	0	6	-1	3	11
50	CCCCCN(C(=O)CCC(=O)OCC(=O)N(CC#N)c1ccccc1)c1c(N)n(CCCC)c(=O)[nH]c1=O	-5	3	1	-0.8	2	-3	-1	10	18

(cont.)
nr	Compound	APJ agonist	tim23-1 inh	GRIN3A LBD mod	MPTP inh	TIM10 inh	tim10-1 inh	MIN6 prolif	APJ antagonist	NALP3 yeast inh
51	O=C1CCN(Cc2ccccc2)N1	0	10	3	-0.9	-7	10	-4	18	4
52	CN(C(=O)CNC(=O)c1ccc(Br)o1)C1CCCCC1	-2	14	0	-0.6	4	12	2	18	11
53	CCc1ccc(C2CC(=O)NC(SCC(=O)OC(C)C)=C2C#N)cc1 (stereo not given)	-2	55*	2	0.1	12	32	-3	-5	18
54	COc1ccc(NC(=O)C2CCN(S(=O)(=O)c3c(C)noc3C)CC2)cc1Cl	-3	12	16*	1.1	16	7	1	-18	6
55	CCOC(=O)c1nnsc1-c1ccc(-c2snnc2C(=O)OCC)cc1	-6	2	3	-1.7	3	27	-3	23	-1
56	Cc1cccc(C)c1OCC(=O)Nc1cccc(S(=O)(=O)N2CCCC2)c1	-2	39	1	-1.4	29	39	1	6	-12
57	O=C1NC(Cc2ccccc2)c2nc3ccc(Cl)cc3c(=O)n2-c2ccccc21 (stereo not given)	-4	25	·	·	11	8	-3	11	10
58	Cc1ccc(C)n1CCN1CCN(C(=O)c2ccco2)CC1	-1	-19	-2	-2.5	2	-2	-1	10	5
59	CC(=O)Nc1ccc(N2C(=O)CC(Sc3nccc(C)n3)C2=O)cc1 (stereo not given)	-4	10	-3	0.3	1	7	-2	20	14
60	CCCc1nn2c(=O)cc(CSCC(=O)Nc3ccc(F)cc3)nc2s1	-1	4	-2	1.0	-2	0	-4	-14	12

Other entries.
nr	Compound	APJ agonist	tim23-1 inh	GRIN3A LBD mod	MPTP inh	TIM10 inh	tim10-1 inh	MIN6 prolif	APJ antagonist	NALP3 yeast inh
61	CC(C)(C)OC(=O)NCc1ccc(CNC(=O)c2[nH]cnc2C(=O)NCC(=O)OCc2ccccc2)cc1	11	7	-10	-1.0	0	9	-2	6	-5
62	Cc1csc(Nc2nc(N)c(C(=O)Nc3cc(Cl)ccc3F)o2)n1	-3	1	22*	0.7	-24	-13	-2	-26	12
63	CCC(=O)Nc1nnc(SCC(=O)Nc2cccc(Cl)c2)s1	-3	5	-1	1.2	-9	-9	-6	1	-4
64	CC(C)(C)c1ccc(-n2ncc3c2CCCC3NC(=O)C2(C(N)=O)CC2)cc1 (stereo not given)	0	11	1	49	13	-14	-8	-8	0
65	CCN(CC)CCN(Cc1cc2cc(C)c(C)cc2[nH]c1=O)C(=S)NCc1ccco1	-4	13	1	-1.3	-11	23	-5	4	10
